Chronic BCR inh: qHTS Assay to Find Inhibitors of Chronic Active B-Cell Receptor Signaling. Potency, µM (doses to about 46.1 µM), without a hit: at the top dose ratio change, negative = lower green/red ratio, usual class: inhibitors. actives 0.05% (n = 340,000). AID 493014, 2011. ABC-DLBCL IkBa-CBG/CBR reporter, luminescence ratio, 4 h; active = well fitted inhibition curve with a large enough effect in the signal ratio, with a control signal flat, not every such curve was filed as active; inconclusive = small, poorly fitted or top-dose-only effect, or effect the other way, or a change in a side signal; the % refers to the signal ratio;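 note: potency is the fitted concentration of half-maximal effect; plate controls were basal doxycycline-induced cells for no effect and cells given 10 µM MG132 for full effect; MG132 reads +100%, hits lower the ratio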
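Compounds up to 46 uM were incubated four hours with TMD8 cells whose green CBG68 luciferase is fused to IkappaBalpha; red CBR luminescence normalised the signal, and concentration-effect curves were fitted to fusion, red and ratio data.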
GALK inh: qHTS Assay for Inhibitors of Human Galactokinase (GALK) | P51570 | actives 0.007% (n = 270,000) | Purified GALK, Kinase-Glo residual ATP luminescence | Potency, µM (top dose mostly 57.5 µM), for the others: top-dose activity change, negative = inhibition, hits mostly inhibitors; note: potency is the fitted concentration of half-maximal effect; % is set by controls: 0 for no effect and ±100 for the full control effect
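Galactose (100 uM) and ATP (35 uM) were turned over by 5 nM GALK for 1 h at RT. Kinase-Glo Plus then converted the remaining ATP into a luminescent signal.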
TSHR antag: Antagonists of the Thyroid Stimulating Hormone Receptor: HTS campaign; Thyrotropin receptor (Homo sapiens), P16473; TSHR-expressing cells, TSH-stimulated cAMP HTRF, 2 h; active compounds read low; activity change, negative = inhibition, % at 11.5 µM; actives 0.2% (n = 330,000); AID 504810, 2011;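 active = activity change below a set negative limit, meaning inhibition stronger than a set level, cut at about -70% in these data; inconclusive = activity change between two set negative limits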; note: % is set by controls: 0 for no effect and ±100 for the full control effect
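Read-out is FRET at 665 nm (cryptate excitation 337 nm) from a cryptate-tagged anti-cAMP antibody, competed by cell cAMP against cAMP-d2. Compounds are tested on freshly harvested TSHR cells challenged with 4nM TSH (EC80) for 2 hours at 37 deg C.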
CXXC DNA block: qHTS Fluorescence Polarization Assay for Inhibitors of MLL CXXC domain - DNA interaction | Histone-lysine N-methyltransferase 2A (Homo sapiens), Q03164 | MLL-CXXC / FITC-HOXA9 DNA fluorescence polarization | Potency, µM (titrated, usually from 115 µM), for the others: at the highest dose activity change, negative = inhibition, most hits filed as inhibitors | actives 0.037% (n = 290,000) | AID 2662, 2010; active = well fitted inhibition curve with a large enough effect in the polarisation, with a control signal flat, not every such curve was filed as active; inconclusive = small, poorly fitted or top-dose-only effect, or effect the other way, or a change in a side signal; inactive = no such curve, though single readings can be large or run the other way; the % refers to the polarisation; note: potency is the fitted concentration of half-maximal effect
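Fluorescence polarization: 7 uM MLL-CXXC (stock) preincubated 5 min with compounds, then 50 nM fluorescein-HOX-A9 DNA (stock) added; 30 min ambient. Buffer 50 mM Tris-HCl pH 7.5, 50 mM NaCl, 1 mM DTT, 0.05% BSA.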
Coupling enz: qHTS Assay for Inhibitors of Fructose-1,6-bisphosphate Aldolase from Giardia Lamblia: Coupling assay counterscreen | coupling enzyme system counterscreen, AmpLite Red fluorescence | activity change, negative = inhibition, % at 58.2 µM, hits read low | actives 0.67% (n = 290,000) | AID 2472, 2010; in the data active = activity change below about -30%; note: % is set by controls: 0 for no effect and ±100 for the full control effect
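Fluorescence at 525 nm excitation and 598 nm emission measured inhibition of the coupled detection system without aldolase. Compounds (at 57.5 uM final) were preincubated 10 min at room temperature with coupling enzyme reagent before a 20 min substrate/AmpLite Red step.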
Giardia kill: Small Molecules that selectively kill Giardia lamblia: qHTS; Giardia lamblia trophozoite viability; AID 540267, 2011; actives 0.15% (n = 340,000); activity change, % at 7.66 µM, hits read low; in the data active = activity change below about -80%; inconclusive = between about -30% and that limit;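 note: parasites exposed to compound for two days anaerobically before the ATP read; % is set by controls: 0 for no effect and ±100 for the full control effect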
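Anaerobic 48 hrs incubation at 37 deg C of 100 trophozoites/well with test compounds; ATPLite 1-Step luminescence, 15-30 min RT, reports cellular ATP as viability.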
A-T KAP1 phos: qHTS Assay for Identifying a Potential Treatment of Ataxia-Telangiectasia; […] A-T fibroblasts, KAP-1 phosphorylation AlphaLISA; neocarzinostatin DNA damage 30 min before lysis; Potency, µM (series often up to 57.5 µM), for the others: top-dose activation, hits mostly activators; actives 0.19% (n = 320,000); note: potency is the fitted concentration of half-maximal effect; % of control where 0% means no effect; nearly all actives have a fitted effect of over 45% in size
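hTERT-immortalized A-T patient fibroblasts ([…]), 500 cells/well in OPTI-MEM, 1% FBS, got compounds for 60 min, then NCS for 30 min at 37C. Lysates were then assayed for phospho-KAP-1 by AlphaLISA (anti-pKAP1 donor, anti-KAP1 acceptor beads), 6 hr at 25C.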
Tb PFK block: qHTS Assay to Find Inhibitors of T. brucei phosphofructokinase | T. brucei PFK, ADP-Glo luminescence | ATP-dependent 6-phosphofructokinase (Trypanosoma brucei brucei), O15648 | actives 0.17% (n = 330,000) | AID 485367, 2010 | Potency, µM (series often up to 57.5 µM), inactives show at the highest dose activity, negative = inhibition, usual class: inhibitors;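 note: potency is the fitted concentration of half-maximal effect; 0% = uninhibited 1x PFK enzyme wells and -100% = no-enzyme wells; nearly all actives have a fitted effect of over 60% in size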
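Activity is normalized to no-enzyme wells (full inhibition) and 1.25 nM enzyme wells (no inhibition). Reaction: 0.5 mM F6P, 0.1 mM ATP, 45 min RT, ADP-Glo luminescence; concentration-response curves fitted and classed by quality.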
TCR act: Activators of T cell receptors: qHTS campaign; primary human leukocytes, anti-CD3, IL-2 HTRF, 48 h; Potency, µM (series often up to 9.22 µM), for inactives: at the top dose activation of IL-2 secretion, most hits filed as activators; 330,000 tested, under 10 active; note: % of control where 0% means no effect
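Primary human leukocytes receive a-CD3 beads and test compound and are incubated 48 hr. Secreted IL-2 is then assayed by HTRF, measuring 665nm acceptor emission after 320nm excitation of the europium donor.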
KCNH2 WT inh: qHTS for Inhibitors of KCHN2 3.1: Wildtype qHTS; actives 0.37% (n = 340,000); Voltage-gated inwardly rectifying potassium channel KCNH2 (Homo sapiens), Q12809; activity change, % at 1.84 µM; U2OS, BacMam KCNH2, thallium flux FluxOr; active compounds read low; AID 720551, 2013;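 active = maximum activity change below -70%; inconclusive = maximum activity change between -70% and -50%; inactive = maximum activity change above -50%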; note: % is set by controls: 0 for no effect and ±100 for the full control effect
Target sequence (Q12809 whole entry, looked up): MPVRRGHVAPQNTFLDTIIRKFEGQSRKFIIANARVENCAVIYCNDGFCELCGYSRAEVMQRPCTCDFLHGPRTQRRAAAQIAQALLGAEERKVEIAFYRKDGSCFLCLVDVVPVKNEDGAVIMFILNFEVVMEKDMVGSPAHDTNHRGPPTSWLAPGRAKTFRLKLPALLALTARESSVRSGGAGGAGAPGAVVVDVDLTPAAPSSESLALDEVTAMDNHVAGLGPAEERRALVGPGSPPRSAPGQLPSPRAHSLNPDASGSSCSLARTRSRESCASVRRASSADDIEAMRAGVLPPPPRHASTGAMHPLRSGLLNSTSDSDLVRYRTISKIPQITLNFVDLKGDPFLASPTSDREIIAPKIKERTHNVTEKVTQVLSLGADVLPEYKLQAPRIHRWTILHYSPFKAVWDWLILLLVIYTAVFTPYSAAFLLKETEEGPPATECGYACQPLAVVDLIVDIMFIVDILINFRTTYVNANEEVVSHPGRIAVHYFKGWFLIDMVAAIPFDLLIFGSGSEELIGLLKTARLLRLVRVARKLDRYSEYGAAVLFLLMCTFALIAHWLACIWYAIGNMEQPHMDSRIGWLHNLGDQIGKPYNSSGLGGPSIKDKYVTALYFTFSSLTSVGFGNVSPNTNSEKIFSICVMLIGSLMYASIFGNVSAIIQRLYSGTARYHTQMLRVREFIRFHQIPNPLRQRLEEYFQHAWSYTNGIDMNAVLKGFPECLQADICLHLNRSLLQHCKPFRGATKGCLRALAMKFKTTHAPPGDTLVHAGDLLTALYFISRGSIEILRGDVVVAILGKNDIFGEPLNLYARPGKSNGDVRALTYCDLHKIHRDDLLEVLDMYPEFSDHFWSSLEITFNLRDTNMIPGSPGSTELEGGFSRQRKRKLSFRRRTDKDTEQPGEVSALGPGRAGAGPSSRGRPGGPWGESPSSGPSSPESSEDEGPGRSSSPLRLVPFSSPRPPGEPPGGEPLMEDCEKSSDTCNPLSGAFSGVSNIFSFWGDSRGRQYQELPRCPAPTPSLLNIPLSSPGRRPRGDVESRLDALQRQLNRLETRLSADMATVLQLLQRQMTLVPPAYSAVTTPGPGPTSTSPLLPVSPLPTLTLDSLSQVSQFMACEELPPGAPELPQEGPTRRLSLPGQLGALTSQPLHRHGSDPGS
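U2OS cells were transduced with wild-type KCNH2 virus (2.03 x 10^8 / mL) for 4 h at room temperature, then cultured overnight at 37 C. Thallium flux was read with FluxOr dye. Rate constants were normalized to DMSO controls.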
Starred values were filed as active, the others as inactive; ? = inconclusive; / = no result given; & = joins results of further samples; [ ] = dose if it differs, or a comment. Unless noted, calls come from the whole dose curve; as a rule, active = well fitted curve in the direction sought with a large enough effect; inconclusive = small, poorly fitted or top-dose-only effect, or another doubt; inactive = no such curve, though single readings can be large; an effect the other way counts as inactive or inconclusive. No enrichment for hits; 1.6% or so of the library scored in one or more.

SMILES	Chronic BCR inh	GALK inh	TSHR antag	CXXC DNA block	Coupling enz	Giardia kill	A-T KAP1 phos	Tb PFK block	TCR act	KCNH2 WT inh
Cc1ccccc1OCC(=O)NC(=S)Nc1ccc(N2CCCC2)cc1	-9%	-1%	-18	-1%	1	-11	4%	-8%	-1%	-19
CC(C)(C)c1nc(SCC(=O)Nc2ccc(N3CCOCC3)cc2)c2ccccc2n1	-2%	/	-27	-2%	-1	0	-11%	-1%	-1%	3
Cc1cccc(OC(C)C(=O)Nc2ccccc2C(=O)N2CCCCC2)c1 (stereo not drawn)	8%	0%	-3	-2%	/	-2	25%	4%	5%	-10
O=C(CN1C(=O)NC2(CCCCCCC2)C1=O)Nc1cccc(Br)c1	?	/	/	/	/	-12	3%	7%	6%	-11
CN1CCc2nc(SCCOc3ccccc3)c(C#N)cc2C1	?	-2%	1	1%	0	10	7%	-1%	4%	1
O=C(Cn1cnc2c(OCc3ccccc3)ncnc21)NCCCN1CCCC1=O	4%	/	11	/	/	13	14%	1%	-2%	-26
c1cncc(-c2ccc3ncnc(NCc4cccs4)c3c2)c1	?	/	-13&-9	/	/	2	-13%&-6%	0%&0%	4%	/
O=C(CN1CCc2ccccc2C1)Nc1ccc(F)cc1	-4%	1%	10	17%	-1	6	-7%	1%	1%	34
Cc1cc(C)c2c(c1)OC(=O)CC2c1ccccc1C (stereo not drawn)	?	/	-16	/	-2	11	-21%	3%	7%[46.1 µM]	9
Cc1ccc(NC(=S)NCCc2ccccc2)nc1	?	0%	-13	28%	-3	15	9%	0%	1%	-4
CCCCc1ccc(NC(=O)C2CCN(S(C)(=O)=O)CC2)cc1	?	6%	6	5%	1	4	-7%	-1%	-5%	9
COc1cc2c(cc1NC(=O)CSCC(=O)O)oc1ccccc12	?	8%	-10	-7%	1	8	8%	-6%	7%	2
COc1ccc(OC)c(/C=C/C(=O)N2CCCc3ccccc32)c1	?	5%	-12	3%	0	10	-1%	0%	-1%	-6
CCN(CC)C(=O)Oc1ccc(Br)c2ccccc12	-1%	/	-8	1%	0	8	9%	-6%	-1%[46.1 µM]	1
CCOc1ccccc1NC(=O)COC(=O)c1cc[n+]([O-])cc1	0%	2%	3	-14%	2	11	-23%	-5%	1%	0

Structures from the list above with bromine:
SMILES	Chronic BCR inh	GALK inh	TSHR antag	CXXC DNA block	Coupling enz	Giardia kill	A-T KAP1 phos	Tb PFK block	TCR act	KCNH2 WT inh
O=C(CN1C(=O)NC2(CCCCCCC2)C1=O)Nc1cccc(Br)c1	?	/	/	/	/	-12	3%	7%	6%	-11
CCN(CC)C(=O)Oc1ccc(Br)c2ccccc12	-1%	/	-8	1%	0	8	9%	-6%	-1%[46.1 µM]	1

The listing continues.
SMILES	Chronic BCR inh	GALK inh	TSHR antag	CXXC DNA block	Coupling enz	Giardia kill	A-T KAP1 phos	Tb PFK block	TCR act	KCNH2 WT inh
O=C(NCc1ccc(Cl)s1)C1CCC(=O)N(CCc2cccc(F)c2)C1 (stereo not drawn)	0%	-1%	-6	-2%	-1	-28	10%	2%	-3%	-10
COc1cc(CCC(=O)OCC(=O)Nc2ccc(Br)cc2F)cc(OC)c1OC	1%	0%	-4	12%	-2	5	-1%	0%	11%	10
Cc1occc1C(=O)N/N=C/c1ccccn1	?	8%	15	-6%	0	-4	3%	-10%	4%	14
Cc1cc(NC(=S)Nc2cccc3ccccc23)n[nH]1	-2%	0%	0	-1%	-10	-17	0%	-5%	5%	0
Cc1cc(OCC(=O)NC2CC2)c2c(C)c(C)c(=O)oc2c1	-14%	5%	-3	4%	/	8	0%	-5%	-3%	-32
CCc1nc(OCc2ccco2)c2sc3nc4c(cc3c2n1)COC(C)(C)C4	3%	-3%	-16	-11%	1	2	2%	-4%	-2%	-2
CN1Cc2cccc3c2C(Cc2ccccc2S3)C1 (stereo not drawn)	-1%	1%	1	11%	0	-17	-9%	0%	7%[46.1 µM]	5
CCOc1ccc(S(=O)(=O)Nc2ccccc2C(=O)NCC2CCCO2)cc1 (stereo not drawn)	-2%	2%	-7	8%	0	-1	0%	-5%	5%	7
CCOC(=O)c1oc2ccccc2c1NC(=O)C1CCCCC1	?	0%	0	10%	-1	2	14%	-1%	-3%	-8
COCCn1c(=O)[nH]c2cc(C(=O)N3CCN(c4cccc(C(F)(F)F)c4)CC3)ccc2c1=O	0%	3%	-9	-1%	4	0	-5%	0%	-2%	30
C/C(=N/NC(=O)c1ccc(Br)s1)c1cccnc1	?	-5%	6	5%	0	-1	-2%	2%	-1%	6
COc1ccc(-c2nnc(Nc3nc4c(OC)cccc4s3)o2)c(OC)c1	?	-8%	-11	12%	0	7	-4%	15%	-9%[46.1 µM]	-44
Cc1cc([N+](=O)[O-])cnc1Sc1nccn1C	0%	2%	6	6%	-2	-24	-6%	-1%	-7%[46.1 µM]	-4
Cc1c(OC(C)C(=O)NCCCN2CCOCC2)ccc2c3c(c(=O)oc12)CCCC3 (stereo not drawn)	0%	-1%	-8	-5%	2	3	-1%	-2%	-9%	5
N/C(=N\OC(=O)CCC1CCCCC1)c1ccc([N+](=O)[O-])cc1	12%	-2%	-3	0%	1	21	1%	-1%	3%	-5
CC(=O)NCCNc1nc2c(-c3cccc(C)c3)nnn2c2ccccc12	8%	10%	6	14%	1	13	12%	-8%	-2%	-1
FC(F)C(F)(F)Oc1cccc(-c2n[nH]c(=S)n2Cc2ccccc2)c1	0%	/	-9	/	/	-1	11%	1%	3%	-2
O=C(Nc1ccccn1)c1ccc2c(c1)OCO2	?	11%	4	-3%	-1	-5	16%	-4%	-3%	-1
COc1nc(Nc2ccc(C(C)=O)cc2)nc(OC)n1	5%	0%	4	9%	2	-11	-11%	-2%	-2%	-9
Cc1cc(/C=C(\C#N)C(=O)O)c(C)n1-c1ccc(Br)cc1	?	-3%	-4	-12%	13	-1	8%	23%	-1%	4
O=C(Cc1ccc(-n2c(=O)c3sccc3n(CC(=O)Nc3ccccc3)c2=O)cc1)NCc1ccco1	3%	2%	7	5%	2	?	7%	17%	2%	-6
COc1cccc(/C=N/Nc2ccc([N+](=O)[O-])cc2)c1O	?	/	-8	16%	-5	-5	11%	-25%	12%	-5
O=C(CSCc1ccccc1)Nc1ccc2c(c1)OCO2	11%	0%	9	0%	1	-3	2%	1%	-8%[46.1 µM]	-4
O=C(NNC(=O)C1CCN(c2ncccn2)CC1)c1ccccc1	-2%	6%	12	2%	6	-26	2%	-2%	-2%	/
CCOc1ccc(NC(=O)CCc2nnc3ccc(N4CCC(C)CC4)nn23)cc1	0%	-6%	-7	8%	0	-12	0%	2%	-10%	-8
Cc1sc2c(c1C)c(=O)n(-c1cccc(C(F)(F)F)c1)c(=O)n2CC(=O)NCc1ccco1	-3%	-2%	1	16%	0	12	2%	0%	-5%	-10
Cc1ccn2c(=O)cc(C)nc2c1	8%	-1%	9	2%	-1	26	11%	-12%	-1%	-11
O=C(C[C@@H]1C/C=C\C[C@@H](Cc2ccc(F)cc2)C(=O)OC[C@H]2CCCN2C1=O)NCCO	0%	/	-6	/	/	11	-4%	1%	1%	26
Cc1ccc(-c2nc3cc(N)ccc3o2)c(C)c1	1%	3%	-10	2%	-3	-2&4	13%	6%	12%	10
Cc1oc(-c2ccc(Cl)cc2)nc1CS(=O)CC(=O)NCCN1CCCCCC1 (stereo not drawn)	7%	-5%	40	-13%	/	4	?	0%	-2%	21
COc1ccc(-n2c(Cc3cccn3C)nnc2SCC(=O)NCCc2ccccc2)cc1	0%	-2%	-10	-3%	2	59[activator]	0%	-13%	/	19
CCCCCNC(=O)CCn1c(=O)oc2ccccc21	-7%	-1%	-9	-1%	0	-25	0%	5%	3%[46.1 µM]	1
O=C(CN1CCCC1)Nc1ccc(Br)cc1	0%	11%	35	-15%	-2	-10	31%	-9%	0%	7
O=C1NCCCC2c3c(cc(Br)c(O)c3Br)OC12N1CCOCC1 (stereo not drawn)	2%	3%	/	0%	3	-3	20µM*	-1%	2%	3
CSc1nc(O)c(C(c2ccccc2)c2c(O)nc(SC)[nH]c2=O)c(=O)[nH]1	6%	-9%	6	3%	10	-4	-6%	0%	4%	-13
Cc1cc(SCC(=O)NC2CC2)nc2ccccc12	?	/	5	/	/	-6	6%	-2%	-11%	-1
